# Screens (PubChem BioAssay)
# TrxR1 substrate = rat thioredoxin reductase 1 substrate activity. O89049. purified TrxR1 substrate turnover, NADPH consumption readout. Potency, µM (doses to about 114 µM), for inactives: at the top dose activity change, negative = substrate turnover. 390,000 tested, 0.01% active. AID 588456; also: potency is read from the fitted curve at half-maximal effect; % is scaled to controls: 0 for no effect and ±100 for the full control effect; nearly all actives have a fitted effect of over 50% in size
#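 Rat TrxR1, dispensed at 90 nM, was prereduced with 400 uM NADPH (final) for 5 min at ~22 deg C, then incubated with compound 15 min before 400 uM selenite. A first-read NADPH fluorescence drop versus no-compound background flagged substrates.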
# rTrxR1 inhibitor = rat TrxR1 inhibition | recombinant rTrxR1, NADPH fluorescence consumption, selenite substrate | Potency, µM (doses to about 114 µM), for inactives: at the top dose activity change, negative = inhibition, usual class: inhibitors | 390,000 tested, 1% active | AID 588453; also: potency is read from the fitted curve at half-maximal effect; % is scaled to controls: 0 for no effect and ±100 for the full control effect; nearly all actives have a fitted effect of over 65% in size
#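 Rat TrxR1 (90 nM in the dispensed reagent) was pre-reduced with 400 uM NADPH for 5 min at room temperature, then incubated with compound for 15 min. After 400 uM selenite was added, NADPH fluorescence (Ex 340/Em 450 nm) was followed for 8 min.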
# mIDH1 inhibitor = blocks human mutant IDH1 R132H enzyme. O75874. IDH1-R132H enzyme, NADPH consumption, diaphorase/resazurin fluorescence. Potency, µM (series often up to 76.6 µM), for inactives: at the highest dose activity change, negative = inhibition, hits mostly inhibitors. 390,000 tested, 0.093% active; also: potency is read from the fitted curve at half-maximal effect; % is scaled to controls: 0 for no effect and ±100 for the full control effect; nearly all actives have a fitted effect of over 65% in size
# Target sequence (O75874 whole entry R132H, stated change not applied): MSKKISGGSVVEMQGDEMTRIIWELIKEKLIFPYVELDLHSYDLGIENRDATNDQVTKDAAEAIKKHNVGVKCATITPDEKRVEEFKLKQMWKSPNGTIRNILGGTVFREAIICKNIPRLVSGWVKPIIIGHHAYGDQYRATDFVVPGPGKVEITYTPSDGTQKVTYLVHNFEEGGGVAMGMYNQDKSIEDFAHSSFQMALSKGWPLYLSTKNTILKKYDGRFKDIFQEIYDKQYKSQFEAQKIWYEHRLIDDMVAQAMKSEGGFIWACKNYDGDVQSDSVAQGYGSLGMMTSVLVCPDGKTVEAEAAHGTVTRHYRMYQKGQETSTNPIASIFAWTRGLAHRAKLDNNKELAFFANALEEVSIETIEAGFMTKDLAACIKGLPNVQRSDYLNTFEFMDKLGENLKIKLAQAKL
#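 IDH1-R132H (0.5 ug/mL dispensed) in pH 7.5 Tris buffer was preincubated 30 min with compound, then given a substrate mix of 0.016 mM NADPH and 2 mM alpha-KG for 80 min at room temperature; remaining NADPH was read by diaphorase/resazurin fluorescence.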
# D2 antagonist = antagonizes the human D2 dopamine receptor; P14416; HEK293 TREx D2 cells, calcium flux, dopamine EC80; inhibition, % at 10 µM; 340,000 tested, 2% active; AID 485344; in the data active = inhibition above about 30%; also: 0% is about no effect
# Target sequence (P14416 whole entry, looked up): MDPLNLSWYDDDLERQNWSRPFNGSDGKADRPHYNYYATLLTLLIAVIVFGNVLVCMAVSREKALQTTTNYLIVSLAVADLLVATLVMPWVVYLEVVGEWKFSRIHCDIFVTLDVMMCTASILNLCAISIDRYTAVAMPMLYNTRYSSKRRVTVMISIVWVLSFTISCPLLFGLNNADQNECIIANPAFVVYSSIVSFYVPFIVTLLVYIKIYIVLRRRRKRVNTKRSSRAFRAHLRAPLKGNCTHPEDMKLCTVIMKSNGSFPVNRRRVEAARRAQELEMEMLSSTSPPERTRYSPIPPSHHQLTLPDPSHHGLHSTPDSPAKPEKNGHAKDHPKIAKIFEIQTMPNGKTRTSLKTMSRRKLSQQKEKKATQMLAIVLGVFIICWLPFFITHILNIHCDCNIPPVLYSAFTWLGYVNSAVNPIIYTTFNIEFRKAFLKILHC
#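 Inhibition of EC80 dopamine-driven calcium flux, recorded kinetically, defines activity here; cells are a tetracycline-induced HEK293 T-REx line expressing force-coupled D2.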
# PI4K2A inh = blocks human PI4K2A kinase activity; Q9BTU6; purified PI4K2A, ADP-Glo luminescence, 1 h; active compounds read low; activity change, negative = inhibition, % at 76.9 µM; 420,000 tested, 0.13% active; AID 1346378; in the data active = activity change below about -50%; inconclusive = mostly about -30% to -49%;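 also: -100% = wells without enzyme as full effect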
#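 ADP-Glo luminescence measured ADP generated by PI4K2A enzyme (4 ug/mL before mixing) with 1.2 mM PI substrate (pre-mix) and 300 microM ATP (pre-mix). Tris pH7.5 buffer with MgCl2, Triton X-100; 1 h reaction at ambient temperature.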
# D2 agonist = agonists of human D2 dopamine receptor; HEK293 T-REx D2 cells, calcium flux agonist mode; activation, % at 2 µM; 340,000 tested, 0.53% active;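 active = activation over 3 SD above normal in the single-dose calcium agonist read, cut at about 30% in these data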; also: 0% is about no effect
#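 Agonism is scored from calcium flux in a force-coupled, inducible HEK293 cell line expressing D2, read kinetically for 180 s after compound addition against dopamine controls.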
# TRHR ag = agonists of human TRH receptor | activation, % at 2 µM | 360,000 tested, 0.18% active | P34981 | TRHR cells, calcium flux fluo-8, FDSS agonist mode; in the data active = activation above about 30%; also: 0% is about no effect
#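 Agonist-mode FDSS calcium read (Ex 480/Em 530, 1 s cycles) in 1536-well TRHR cells with fluo-8 dye, after 10-cycle baseline and 23 nL compound addition; TRH at EC20 (10 nM final) added afterwards for the enhancer phase.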
# USP1 inh = blocks the human USP1/UAF1 deubiquitinase complex; O94782; recombinant USP1/UAF1, Ub-Rhodamine cleavage fluorescence; Potency, µM (titrated, usually from 57.1 µM), for the others: at the highest dose activity change, negative = inhibition, usual class: inhibitors; 390,000 tested, 0.23% active; AID 743255; also: potency is read from the fitted curve at half-maximal effect; % is scaled to controls: 0 for no effect and ±100 for the full control effect; nearly all actives have a fitted effect of over 60% in size; inactives centre near -12
#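 High-throughput fluorogenic screen: 1nM USP1/UAF1 complex, Ub-Rho substrate 150nM final, 50mM HEPES pH 7.8 with 0.5mM EDTA, 0.1 mg/ml BSA, 1mM TCEP and 0.01% Tween-20.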
# TRHR PAM = TRH receptor (human) allosteric enhancement | AID 493056 | P34981 | TRHR cells, fluo-8 calcium fluorescence, EC20 TRH enhancement | enhancement, % at 2 µM | 360,000 tested, 0.66% active; in the data active = enhancement above about 30%; also: 0% is about no effect
#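 TRHR-expressing cells loaded with fluo-8 calcium dye were read kinetically (ex 480/em 530) during compound addition, then stimulated with an EC20 of TRH (10 nM final). Enhancement of the Gq-mediated intracellular calcium response was scored.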
# * = called active by the depositor; ? = inconclusive; nt = no result given; [ ] = remark or other dose. Unless noted, calls follow the shape of the dose curve; as a rule, active = well fitted inhibition curve with a large enough effect; inconclusive = small, poorly fitted or top-dose-only effect; inactive = no such curve, though single readings can be large or run the other way.
# Below each compound: TrxR1 substrate, rTrxR1 inhibitor, mIDH1 inhibitor, D2 antagonist, PI4K2A inh, D2 agonist, TRHR ag, USP1 inh, TRHR PAM
CCn1c(O)c(C=NC2CCCC(C)C2C)sc1=S (configuration not stated)
  2%[57.1 µM], 20%[57.1 µM], 15%, 2, 1, 0.1, 0.2, -9%, 2
CC(=O)Nc1cc2nn(-c3ccccc3)nc2cc1Cl
  58%[activator], 23%, 5%, -11, -14, 0.4, 0.1, -13%, -5
O=C(CNC(=O)c1cccs1)OCC(=O)c1ccc(Cl)cc1
  1%, 20%, 2%, 18, 0, -1.1, -1.1, -24%, 0
COc1ccccc1OCCNC(=O)Cc1ccc(S(=O)(=O)N2CCOCC2)s1
  -11%, -14%, -3%, 4, -4, 0.5, 1.4, 4%, 3
CCCCOc1ccccc1C(=O)NNC(=S)NC(=O)c1ccccc1[N+](=O)[O-]
  -16%, ?, 0%, 1, 2, -1.1, -0.8, -15%, -4
O=C(COc1cc(Cl)c(Cl)cc1Cl)Nc1ccc([N+](=O)[O-])cc1Cl
  7%, 12%[57.1 µM], -4%, -31, 2, -2.1, 0.7, -21%, 10
Cc1ccc(-n2c(C)c(C)c3c(NCCO)ncnc32)cc1
  -4%, 13%, 7%, -14, -1, -1.4, -0.5, -27%, 1
Cc1ccc(C)c(NC(=S)NNC(=O)c2csc3c2CCC(C)C3)c1 (configuration not stated)
  6%, 5%, 9%, 3, -6, -0.6, -0.3, -6%, -2
CCn1cc(C=C2C(=O)c3ccccc3C2=O)c2ccccc21
  -4%, -6%, -3%, -20, 0, 6.8, 8.8, ?, -5
Cc1ccc(CNc2cc(-c3nn4c(C)nnc4s3)ccc2C)s1
  26%[57.1 µM], 18%[57.1 µM], 8%, nt, 0, nt, -0.3, -26%, -5
CCCSc1nc(C)c(CC(=O)OCC)c(=O)[nH]1
  33%, 23%, 15%, 0, -13, 0.8, 0.3, -4%, 0
Nc1ccc(C2CCCc3nonc32)c2nonc12 (configuration not stated)
  2%, 10%, 5%, 0, -2, 0.9, 1.5, -17%, 1
Cc1ccc(-c2nn(-c3ccccc3)cc2CN(Cc2ccccc2)C(=O)c2ccco2)o1
  -12%, ?, 1%, 1, -2, -0.4, 0.1, ?, -6
CS(=O)(=O)N(Cc1ccc(Cl)cc1)c1ccc(C(=O)NCCC2=CCCCC2)cc1
  3%, 30%, 2%, -10, 5, 1.4, -0.5, -1%, 6
COc1ccc(CN(N=O)C2CC(=O)N(c3ccc(OC)cc3)C2=O)cc1 (configuration not stated)
  10%[57.1 µM], 9%[57.1 µM], 15%, -17, -10, -0.5, 0.5, 7%, 5
N#Cc1c(SCC(=O)Nc2nncs2)sc2c(O)cc(=O)[nH]c12
  -8%, 1%, -2%, 6, 23, -1.1, 0.9, -10%, 7
CC(C)Oc1ccc(C2CC(=O)N(c3ccccc3)C2=O)cc1 (configuration not stated)
  3%[57.1 µM], 4%, -2%, nt, -4, nt, 0.3, -16%, 4
CCOC(=O)C1CCN(C(=O)C(C)c2ccc([N+](=O)[O-])cc2)CC1 (configuration not stated)
  -12%, -21%, 1%, -2, 3, 0.6, -1.3, -10%, 4
Cc1nn(-c2ccccc2)c(C)c1-c1ccccc1O
  1%, 8%, 2%, 8, -3, 0.6, 0.2, 0%, 0
COC(=O)CSc1nc(C)cc(Oc2ccccc2)n1
  0%, 21%, 1%, 7, -2, 0.5, 0.0, -1%, 0
COc1ccc(OC)c(NC(=O)C(C)n2c(=O)c(-c3ccccc3NC(C)=O)nc3ccccc32)c1 (configuration not stated)
  -3%, 1%, -6%, nt, -4, 0.2, 0.4, -8%, 15
Cc1ccc(CNC(=O)/C(C#N)=C/c2ccc(C)s2)cc1
  -7%, -4%, 6%, 10, 2, 0.4, -0.6, -11%, -9
Cc1c(C)n2c(SCC(=O)N3CC(C)OC(C)C3)nnc2[nH]c1=O (configuration not stated)
  -5%[57.1 µM], -9%[57.1 µM], 24%, -2, -2, -0.7, -0.7, 4%, 3
Cc1cccc(NC(=O)CC2SC(=NC3CCCCC3)NC2=O)c1 (configuration not stated)
  -4%, -8%[57.1 µM], 1%, -9, 3, 0.4, 0.1, -15%, 3
Cc1ccc(C(=O)Nc2sc3c(c2C(=O)NCc2ccco2)CCCC3)cc1
  147%[activator], 16%, 12%, 8, 4, 0.2, 0.4, -15%, -4
COc1ccc(C2Nc3ccccc3C(=O)N2NS(=O)(=O)c2ccccc2)cc1 (configuration not stated)
  11%[57.1 µM], 1%[57.1 µM], 2%, 39*, -3, -0.2, 0.8, -10%, -1
Cc1[nH]n(-c2ccc([N+](=O)[O-])cc2)c(=O)c1C=NCCN1CCN(C(=O)c2ccccc2F)CC1
  -19%, ?, 1%, 6, -5, 0.4, 1.2, -7%, -9
CC(C)N(CCCNC(=O)c1ccc(N2CCCC2=O)cc1)Cc1ccccc1
  0%, 18%, 5%, 8, 10, 0.2, 0.5, 2%, -4
O=C(O)CC/C(=C\c1ccccc1[N+](=O)[O-])c1nc2ccccc2s1
  -3%[57.1 µM], 7%[57.1 µM], -1%, -9, 3, 0.0, -0.3, -6%, 3
COc1cc(S(=O)(=O)N2CCCCC2)ccc1NC(=O)c1ccccc1Cl
  -1%, 17%[57.1 µM], 4%, 1, 4, 0.4, -0.6, -2%, -1
Cc1ccc(-n2c(C)nn(-c3ncc(C(F)(F)F)cc3Cl)c2=O)cc1
  10%, 8%, 7%, 3, -1, -0.2, -0.1, 2%, -3
Cc1nnc(SCc2nnc(-c3ccccc3)o2)n(N)c1=O
  -5%, 2%, 2%, 5, 6, 0.5, 1.0, -3%, 0
O=C(Nc1ccc(Cl)cc1Cl)c1cc(S(=O)(=O)N2CCCCCC2)ccc1F
  -6%[57.1 µM], 6%[57.1 µM], -10%, nt, 8, 0.9, 0.1, 6%, -2
Cc1ccc(/C=N/NC(=O)c2ccc(N(C)S(=O)(=O)c3ccccc3)cc2)cc1
  -12%, -7%, 1%, 48*, -5, -0.1, 2.6, ?, -7
COc1ccc(N2CCN(CC(=O)Nc3ccc(SC(F)F)cc3)CC2)cc1
  8%, 35%, 6%, -4, 0, -0.8, 0.0, -21%, -6
CCC(C(=O)NC(C)(C)C)N(Cc1ccco1)C(=O)CNS(=O)(=O)c1ccc(OC)cc1 (configuration not stated)
  1%, 18%, -7%, 10, 5, -0.1, -0.9, -6%, 0
COC(=O)c1ccccc1-c1ccc(/C=N/Nc2nc(N3CCCC3)nc(N3CCCC3)n2)o1
  65%, 10%[57.1 µM], 1%, -16, 1, 0.2, -0.3, -5%, 1
CSc1nsc(SCC(=O)Nc2ccc3c(c2)OCCO3)n1
  7%[57.1 µM], 29%[57.1 µM], 16%, 2, 1, 0.2, -1.5, -14%, 3
Cc1cc(NC(=O)/C=C/c2ccccc2)no1
  1%, 11%, 0%, -9, -1, 0.9, 0.4, -25%, -1
CCCC(C)NC(=O)COC(=O)c1ccccc1SCC(=O)NC(C)CCC (configuration not stated)
  5%[57.1 µM], 8%[57.1 µM], 5%, -5, 2, -0.2, -0.4, 4%, -1
CCCNC(=O)c1ccc(N2CCC3(CC2)CC(c2cccc(Br)c2)=NO3)c(NC(=O)c2cccc(C)c2)c1
  15%[57.1 µM], 26%[57.1 µM], -10%, 8, -4, 0.2, 0.7, -15%, 2
CC(C)(C)c1nc2ccccc2[nH]1
  0%, 13%, -2%, -22, -3, 0.7, -0.7, -15%, 22
O=C(Cn1cncn1)c1ccc(Cl)cc1
  4%, 5%, 1%, -1, 5, 0.2, 0.0, -13%, 1
Cc1ccsc1/C=N/NC(=O)c1ccc2c(c1)OCCO2
  -8%, 7%[11.4 µM], 5%, -10, -7, 0.0, 3.5, ?, -8
CCNc1nc(NCC)n2c(SCC(=O)Nc3cccc(F)c3)nnc2n1
  10%[57.1 µM], 16%[57.1 µM], -5%, 7, -2, -0.1, 0.0, -17%, 3

# Record cards (already shown). Screens in order: TrxR1 substrate	rTrxR1 inhibitor	mIDH1 inhibitor	D2 antagonist	PI4K2A inh	D2 agonist	TRHR ag	USP1 inh	TRHR PAM
# Cc1ccc(C)c(NC(=S)NNC(=O)c2csc3c2CCC(C)C3)c1 (configuration not stated) reads 6%	5%	9%	3	-6	-0.6	-0.3	-6%	-2
# Cc1ccc(/C=N/NC(=O)c2ccc(N(C)S(=O)(=O)c3ccccc3)cc2)cc1 reads -12%	-7%	1%	48*	-5	-0.1	2.6	?	-7
# Cc1ccc(-c2nn(-c3ccccc3)cc2CN(Cc2ccccc2)C(=O)c2ccco2)o1 reads -12%	?	1%	1	-2	-0.4	0.1	?	-6

# New compounds follow.
# Below each compound: TrxR1 substrate, rTrxR1 inhibitor, mIDH1 inhibitor, D2 antagonist, PI4K2A inh, D2 agonist, TRHR ag, USP1 inh, TRHR PAM
O=C(O)CSc1cc(C(F)(F)F)nc(-c2ccccn2)n1
  -11%, -12%, -10%, -7, -6, -0.7, 1.5, -2%, -2
CCOc1ccc(CNCc2c(C(=O)O)c(C)n(Cc3ccc(F)cc3Cl)c2C)cc1
  -9%, -23%, 0%, nt, 5, -1.0, -1.9, -5%, 1
C#CC[N+]1(CC#Cc2ccccc2)CCOCC1
  -6%, -24%, 1%, -2, 2, -0.8, 0.8, -19%, 12
CC(C)(C)NC(=S)NC(C)(C)C
  -3%, -19%, -8%, 25, 2, 1.1, -1.5, -28%, -9
O=C(O)CC1(CC(=O)Nc2ccc(F)cc2F)CCCCC1
  -2%, 12%, 7%, -6, 0, -1.0, -0.7, -22%, 3
COc1cccc(CNC(=O)CN2C(=O)N(c3cccc(Cl)c3)S(=O)(=O)c3ccccc32)c1OC
  -2%[57.1 µM], 11%[57.1 µM], 5%, nt, -8, nt, 0.0, -28%, -2
CC(C)OC(=O)c1nn2c(C(F)(F)F)cc(-c3ccc(Br)o3)nc2c1Br
  5%, 25µM*, -2%, 15, 4, -1.9, 1.8, -17%, 8
COc1ccc(N2CCN(C(=O)c3ccc(NC(=O)c4nsc5ccccc45)cc3)CC2)cc1
  1%[57.1 µM], 10%[57.1 µM], -5%, nt, 0, 0.3, 0.0, -6%, 2

# Random draw from the library; 3.9% or so of the library scored in one or more.
